IDE cell activ: boosts human insulin-degrading enzyme activity in HEK cells | P14735 | FAbeta-B cleavage, fluorescence polarization; 0% vehicle, 100% cell-free pure enzyme wells | activation, % at 5.96 µM | 0.073% of 340,000 active | AID 493087;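 active = activation above the mean of all tested compounds plus 3 SD, set per screening campaign, cut at about 17% in these data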
HCV NS3 hel inh: inhibitors of Hepatitis C virus NS3 helicase | inhibition, % at 10.9 µM | 0.56% of 290,000 active | NS3 helicase DNA unwinding, Cy5 molecular beacon fluorescence;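 active = inhibition above the mean of all tested compounds plus 3 SD, set per campaign, cut at about 35% in these data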;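 also: 0% = DMSO wells and 100% = thioflavine S control wells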
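Control set: DMSO versus 110 µM thioflavine S; Material: NS3 helicase fragment of HCV; Measured by: Cy5 fluorescence at 0 and 60 min, beacon hairpin quenching; Read-out basis: percent inhibition from t60/t0 fluorescence ratio; Times: reaction time 60 min, 25 °C; Repeats: single replicate; Compound dosing: single dose, 10.9 µM nominal final, DMSO 0.8% final.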
IDE inh: inhibits human insulin-degrading enzyme in HEK cells; P14735; FAbetaB cleavage, fluorescence polarization; inhibition, % at 5.59 µM; 0.41% of 320,000 active;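 active = percent inhibition above the average of all tested compounds plus 3 SD, set per screening campaign, cut at about 16% in these data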;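 also: IDE supplied by intact live HEK cells; FP after avidin binding of uncleaved biotin substrate so inhibition keeps polarization high; 0% = DMSO wells and 100% = 60 µM reference IDE inhibitor Ii1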
UBC9 SUMO inh: SUMOylation inhibition | P63279 | HTRF SUMOylation assay, SAE1/SAE2 + UBC9, in vitro | inhibition, % at 35 µM | 0.36% of 290,000 active | AID 2006; in the data active = inhibition above about 50%, passing the limit was not always enough; also: strong numbers were not always called active
Target sequence (P63279 whole entry, looked up): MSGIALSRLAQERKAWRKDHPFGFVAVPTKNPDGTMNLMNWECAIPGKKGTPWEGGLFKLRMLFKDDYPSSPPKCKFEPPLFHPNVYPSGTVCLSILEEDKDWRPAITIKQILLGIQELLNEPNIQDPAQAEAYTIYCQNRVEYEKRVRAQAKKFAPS
PfM18AAP inh: PfM18AAP enzyme inhibition. 1.2% of 290,000 active. inhibition, % at 7.35 µM. recombinant PfM18AAP, H-Glu-NHMec fluorogenic cleavage;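 active = inhibition above the campaign mean inhibition over all tested compounds plus 3 SD, cut at about 28% in these data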;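 also: 0% = plate median of test compound wells and 100% = 2 mM ZnCl2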
p-CIP stab down: lowers stability of the mouse p/CIP coactivator protein. F442A p/CIP-EGFP cells, EGFP fluorescence, 16 h. decrease of EGFP signal, % at 10 µM. 0.01% of 290,000 active;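 active = EGFP signal decrease of at least 30% at 10 µM or well 3 SD below plate mean, unless failing retest; inactive = the rest, including hits failing retest or dose response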; also: some compounds called inactive have numbers as strong as hits; many of its hits are not listed in these tables
VIM-2 inh: inhibitors of Pseudomonas aeruginosa VIM-2 metallo-beta-lactamase. inhibition, % at 5.6 µM. 0.89% of 290,000 active. purified VIM-2, nitrocefin hydrolysis, epi-absorbance fluorescence. AID 1527;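 active = inhibition above the mean of all tested compounds plus 3 SD, cutoff set per screening run, cut at about 7.5% in these data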;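 also: red hydrolysis product quenches plate fluorescence so inhibitors raise well fluorescence; 0% = enzyme with DMSO and 100% = DMSO without enzyme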
IMP-1 inhibitor: blocks Pseudomonas aeruginosa IMP-1 metallo-beta-lactamase; purified IMP-1, nitrocefin hydrolysis, epi-absorbance fluorescence; inhibition, % at 5.6 µM; 0.45% of 290,000 active;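 active = inhibition above the mean plus 3 SD of all compounds in the same screening run, cut at about 4.5% in these data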;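 also: 0% = IMP-1 with DMSO and 100% = DMSO wells lacking enzyme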
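System: purified IMP-1; amount: IMP-1 0.2 nM before substrate addition; compound: single dose, 5.6 µM; times: 25 °C, 15 min preincubation, 25 min reaction; signal: Epi-absorbance via hydrolysed-nitrocefin quenching of white-plate fluorescence, 480/530 nm, EDTA stop; benchmarks: DMSO with and without IMP-1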
DNA FID counter: displaces DNA intercalator in HCV helicase counter-screen | DNA fluorescent intercalator displacement, fluorescence | inhibition, % at 7.9 µM | 0.17% of 290,000 active | AID 1845; in the data active = inhibition above about 37%;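 also: 0% = vehicle and 100% = reference compound; higher means more ethidium bromide displaced from hairpin DNA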
Starred values were filed as active, the others as inactive; · = no result given.

Start of the listing, in advance:
SMILES	IDE cell activ	HCV NS3 hel inh	IDE inh	UBC9 SUMO inh	PfM18AAP inh	p-CIP stab down	VIM-2 inh	IMP-1 inhibitor	DNA FID counter
CCc1ccccc1N(C(=O)CCC(=O)Nc1cc(C)on1)C(C(=O)NC1CCCC1)c1ccco1 (stereo not given)	4	·	3	-1	·	-14	·	·	·
CO/N=C/NC(=O)NOCc1c(Cl)cccc1Cl	2	-3	-1	-2	-1	-1	-2.6	-2.2	-5
COc1ccc(C2/C=C\CN(C(=O)C3CCCCC3)CC(=O)N2Cc2ccc(F)cc2)cc1 (stereo not given)	2	·	1	-2	·	-7	·	·	·
Cn1c(=O)c2c(nc(SCC(=O)NC34CC5CC(CC(C5)C3)C4)n2C)n(C)c1=O	1	3	4	-2	-4	-1	1.2	-1.9	-2
COc1cccc(NC(=S)NCCc2ccccn2)c1	6	3	-2	15	-3	9	-2.1	-2.5	-2
NC(=O)c1c(NC(=O)c2ccccc2)sc2c1CCc1ccccc1-2	3	-2	8	36	-24	0	-1.2	-4.5	3

Results, from the first entry:
SMILES	IDE cell activ	HCV NS3 hel inh	IDE inh	UBC9 SUMO inh	PfM18AAP inh	p-CIP stab down	VIM-2 inh	IMP-1 inhibitor	DNA FID counter
CCc1ccccc1N(C(=O)CCC(=O)Nc1cc(C)on1)C(C(=O)NC1CCCC1)c1ccco1 (stereo not given)	4	·	3	-1	·	-14	·	·	·
CO/N=C/NC(=O)NOCc1c(Cl)cccc1Cl	2	-3	-1	-2	-1	-1	-2.6	-2.2	-5
COc1ccc(C2/C=C\CN(C(=O)C3CCCCC3)CC(=O)N2Cc2ccc(F)cc2)cc1 (stereo not given)	2	·	1	-2	·	-7	·	·	·
Cn1c(=O)c2c(nc(SCC(=O)NC34CC5CC(CC(C5)C3)C4)n2C)n(C)c1=O	1	3	4	-2	-4	-1	1.2	-1.9	-2
COc1cccc(NC(=S)NCCc2ccccn2)c1	6	3	-2	15	-3	9	-2.1	-2.5	-2
NC(=O)c1c(NC(=O)c2ccccc2)sc2c1CCc1ccccc1-2	3	-2	8	36	-24	0	-1.2	-4.5	3
O=C(NCc1ccccc1C(F)(F)F)C1CC(c2ccccc2C(F)(F)F)=NO1 (stereo not given)	4	·	8	-32	·	2	·	·	·
O=C(NC1CCN(C(=S)NCc2ccco2)CC1)NC12CC3CC(CC(C3)C1)C2	3	2	-2	-6	10	2	-1.3	-1.8	-13
CC(NC(=O)c1cc(-c2ccccc2)on1)c1ccccc1 (stereo not given)	3	-1	2	9	-4	-15	0.3	-1.0	-8
CCN(CC)CCCNC(=O)CCn1nc(-c2ccccc2)ccc1=O	5	3	2	0	0	-2	-2.8	-1.7	-5
CCc1ccccc1NC(=S)N1CCC(C(=O)c2ccc(F)cc2)CC1	-2	0	2	-2	-2	-22	-1.4	-2.0	-1
Cc1ccc(NC(=Nc2ccc(Br)cc2)N2CCOCC2)cc1C	0	-18	1	10	-3	-13	-1.5	-2.7	7
CCOC(=O)COc1cccc2c(=O)n(CC(=O)N3CCc4ccccc43)ccc12	4	2	4	2	2	-10	-4.0	-5.4	-4
CN(C)CCCN(C(=O)c1ccc2c(c1)CCCC2)c1nc2cc3c(cc2s1)OCO3	8	-43	-2	14	-7	1	-0.6	0.3	25
CCC1COCCS(=O)(=O)N1Cc1ccccc1 (stereo not given)	-1	-6	4	-1	-5	0	0.4	-0.1	-10
Cc1ncc([N+](=O)[O-])n1CC(=O)Nc1ccc(Cl)cc1	-4	0	-3	4	0	-4	-1.4	-3.0	-2
CCN(CC)Cc1cc2[nH]c3c4ccc(Cl)cc4ncc3c2cc1OC	-1	-26	·	39	7	3	-0.6	-4.0	59*
CCOc1ccc(C(=O)Nc2sc3c(c2C(=O)OC)CC(C)(C)NC3(C)C)cc1	5	-69	-2	4	-3	-10	-1.8	-3.0	6
COc1cc(NC(=O)/C=C/c2ccccc2[N+](=O)[O-])cc(OC)c1	4	-11	-1	3	-2	-6	-1.6	-3.5	7
COc1ccc(/C=C(\NC(=O)c2ccccc2)C(=O)N/N=C/c2cccnc2)cc1	8	7	-6	10	-3	-7	-1.3	-1.8	-12
CC1CCN(c2nc(-c3ccc(F)cc3)cc(C(F)(F)F)n2)CC1	3	4	0	18	-9	-11	-1.6	-3.2	3
Cc1ccc(C)c(NC(=S)N2CCN(S(=O)(=O)c3ccccc3)CC2)c1	9	-1	·	7	-3	0	-3.8	-5.4	-17
CCN(CC)C(=O)Cn1c(=O)c2ccccc2n2c(=S)sc(-c3cccc(C)c3)c12	3	-2	5	16	11	-8	-1.2	-3.2	0
CCOC(=O)c1ccc(-n2c(CCC(=O)O)ccc2-c2ccccc2)cc1	2	7	-2	17	9	-8	-1.4	-2.1	-27
COCCNc1nc(-c2cc(C)c(C)cc2C)cs1	0	-4	8	0	1	-7	-0.5	0.0	-21
CCCOC1CCCN(Cc2cn(C)nc2-c2ccccc2F)C1 (stereo not given)	0	6	-1	-6	-4	-7	-1.8	-1.4	-1
COc1cc(/C=C/C(=O)Nc2ccc3nc4n(c(=O)c3c2)CCCC4)cc(OC)c1OC	0	-8	0	1	3	-8	-1.2	-0.9	-16
CCOc1ccc2nc(SCc3ccccc3C#N)sc2c1	5	0	-3	16	4	-17	-0.9	-2.9	-6
CCN1C(=O)c2cccc3c(NS(=O)(=O)c4ccc(NC(C)=O)cc4)ccc1c23	0	-4	2	12	3	-4	-3.7	-2.3	-5
COc1ccc(C(=O)N/N=C(/C)c2cccc(NC(=O)C(F)(F)F)c2)cc1	6	-2	-3	18	-2	-3	-5.8	-2.0	-11
COc1ccc(C(C)=O)cc1CSCC(=O)O	-1	14	0	5	-3	-3	-1.3	0.1	1
Cc1ccc(N(C(=O)c2cccs2)C2C=CS(=O)(=O)C2)cc1 (stereo not given)	-1	-1	3	3	-1	-16	-1.9	-3.6	-8
Cc1ccc(C)c(S(=O)(=O)NCCN2CCOCC2)c1	2	3	0	4	-4	8	-2.9	-1.1	2
CC(C)COP(=O)(CNC(=O)CN1C(=O)c2ccccc2S1(=O)=O)OCC(C)C	6	1	7	-10	-1	-12	-3.4	-1.8	-24
CCOc1ccccc1C(=O)N/N=C/c1ccoc1	1	10	·	4	4	-6	-3.2	-1.8	-11
CC(=C\C(=O)O)/C(=C\c1cccc2ccccc12)C(=O)O	-7	6	3	4	-2	-1	-3.3	-1.3	-7
COc1ccc(Nc2ccccc2C(=O)O)cc1	·	17	1	0	3	-15	-2.1	-5.4	-8
CCOC(=O)N1CCN(C(=O)c2cccc(OC)c2O)CC1	-6	-3	3	16	4	-4	-0.5	-1.2	-5
O=C(Nc1ccc(F)cc1)c1ccc(Br)c(S(=O)(=O)N2CCOCC2)c1	3	-15	3	-2	-3	-7	-0.4	-0.1	-12
COc1ccc(-c2noc(CNC(=O)C(C)Oc3ccccc3)n2)cc1 (stereo not given)	4	-3	4	6	1	-2	-2.4	-2.9	-28
COc1ccc(/C=C2\SC(=O)N=C2N)cc1	1	2	-1	20	-4	-18	0.1	-1.2	-1
CCOC(=O)c1ccc(NC(=O)CCNS(=O)(=O)c2cc(Br)cnc2N)cc1	8	-4	-3	·	1	-13	-3.1	0.1	5
COc1ccc(N(CC(=O)Nc2cc(Cl)ccc2OC)S(=O)(=O)c2c(C)noc2C)cc1	1	3	-4	-16	6	0	0.5	-2.2	-10
CCCCCC(=O)Nc1nnc(CCc2ccccc2)s1	3	15	3	8	9	-4	-1.2	-3.5	-28
Cc1ccccc1CNC(=O)CCC(=O)N1CCOc2ccc(Cl)cc21	2	-3	-3	0	-4	0	-1.9	-1.1	-26

An excerpt from above in order of their number in IDE inh, highest first:
Molecule,IDE cell activ,HCV NS3 hel inh,IDE inh,UBC9 SUMO inh,PfM18AAP inh,p-CIP stab down,VIM-2 inh,IMP-1 inhibitor
CCN1C(=O)c2cccc3c(NS(=O)(=O)c4ccc(NC(C)=O)cc4)ccc1c23,0,-4,2,12,3,-4,-3.7,-2.3
COc1cc(/C=C/C(=O)Nc2ccc3nc4n(c(=O)c3c2)CCCC4)cc(OC)c1OC,0,-8,0,1,3,-8,-1.2,-0.9
CCOc1ccc(C(=O)Nc2sc3c(c2C(=O)OC)CC(C)(C)NC3(C)C)cc1,5,-69,-2,4,-3,-10,-1.8,-3.0

More compounds follow:
SMILES	IDE cell activ	HCV NS3 hel inh	IDE inh	UBC9 SUMO inh	PfM18AAP inh	p-CIP stab down	VIM-2 inh	IMP-1 inhibitor	DNA FID counter
CNc1ccccc1C(C)(C)c1cc(-c2cccc([N+](=O)[O-])c2)no1	-1	-3	2	2	1	-7	-3.6	-3.8	0
CN1C(=S)SC(N2OC3C(=O)N(c4ccccc4)C(=O)C3C2c2ccccc2)C1(C)C (stereo not given)	·	0	6	1	0	1	0.7	-2.8	-27
O=C(Cn1cccn1)N1CCCC(N2CCN(c3cccc(C(F)(F)F)c3)CC2)C1 (stereo not given)	-2	2	·	-1	-1	4	-1.1	-0.5	-14
O=C(COC(=O)c1cnccn1)NCc1ccc(Cl)cc1	2	3	1	3	-3	-2	0.9	-1.6	4
O=C(NCC1CCCN(Cc2cccc(C(F)(F)F)c2)C1)c1ccc(F)cc1 (stereo not given)	4	-7	-2	9	-4	-14	-3.0	0.7	14
S=c1[nH]cnc2sc(-c3ccccc3)cc12	-17	5	19*	21	-1	-3	-4.5	-2.9	4
CCOC(=O)Nc1ccc(S(=O)(=O)Nc2nccc(C)n2)cc1	3	1	6	12	0	-2	-2.1	-1.0	4

Assay outcomes as filed in PubChem BioAssay.
